Bioassay records: PubChem BioAssay, National Center for Advancing Translational Sciences (NCATS)
ALOX15B inhib – 15-hLO-2 (ALOX15B) enzyme inhibition. 110,000 tested, 0.56% active. O15296. purified 15hLO-2, xylenol orange hydroperoxide absorbance. Potency, µM (titrated, usually from 57.1 µM), without a hit: at the top dose activity change, negative = inhibition, hits mostly inhibitors; further: potency means the concentration at half of the fitted maximal effect; nearly all actives have a fitted effect of over 60% in size; many of its hits are not listed in these tables
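Screening format was qHTS against 50 nM purified 15hLO-2 in Hepes pH 7.5 with detergent. Activity follows hydroperoxide formation from 45 uM arachidonic acid, measured as 573:405 nm absorbance ratio of the ferric-xylenol orange complex.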
ALOX12 inhib – inhibitors of human 12-lipoxygenase (ALOX12) | purified 12-hLO, xylenol orange hydroperoxide absorbance | Potency, µM (titrated, usually from 57.1 µM), inactives show top-dose activity change, negative = inhibition, most hits filed as inhibitors | 150,000 tested, 0.12% active | AID 1452; further: potency means the concentration at half of the fitted maximal effect; nearly all actives have a fitted effect of over 55% in size; many of its hits are not listed in these tables
Target sequence (P18054 whole entry, looked up): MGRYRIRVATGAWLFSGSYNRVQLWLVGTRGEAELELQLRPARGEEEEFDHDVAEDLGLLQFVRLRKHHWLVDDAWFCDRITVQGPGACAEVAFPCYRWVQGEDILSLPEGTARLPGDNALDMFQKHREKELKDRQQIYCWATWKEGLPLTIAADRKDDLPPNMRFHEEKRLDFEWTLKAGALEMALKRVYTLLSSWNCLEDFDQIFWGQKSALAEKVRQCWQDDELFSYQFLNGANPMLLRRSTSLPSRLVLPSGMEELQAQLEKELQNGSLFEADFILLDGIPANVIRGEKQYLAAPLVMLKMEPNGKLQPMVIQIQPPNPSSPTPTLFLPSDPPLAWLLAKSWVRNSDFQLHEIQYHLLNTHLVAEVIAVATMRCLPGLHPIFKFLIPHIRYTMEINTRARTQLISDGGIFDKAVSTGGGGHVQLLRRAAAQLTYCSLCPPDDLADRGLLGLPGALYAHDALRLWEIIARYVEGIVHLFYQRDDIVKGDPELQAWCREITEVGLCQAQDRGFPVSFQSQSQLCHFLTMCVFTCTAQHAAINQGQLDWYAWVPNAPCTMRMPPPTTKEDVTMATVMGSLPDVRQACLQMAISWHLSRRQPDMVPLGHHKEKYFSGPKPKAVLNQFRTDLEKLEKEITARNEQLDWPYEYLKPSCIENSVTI
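Lipoxygenase turnover measured by absorbance at 573 and 405 nm after Fe-XO development. Human 12hLO 150 nM, arachidonate 40 uM, pH 7.0 Hepes buffer with detergent; 15 min compound preincubation, 30 min reaction.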
IMPase cell inh – IMPase inhibition in cells; P97697; CHO-M1 cells, IP1 accumulation, HTRF TR-FRET ratio; inhibition (IP1 accumulation), % at 46.1 µM; 120,000 tested, under 10 active; active means well fitted curve in the direction sought with a large enough effect in the signal ratio, not every such curve was filed as active; inconclusive means small, poorly fitted or top-dose-only effect, or a change in a side signal; inactive means no such curve, though single readings can be large or run the other way; the % refers to the signal ratio;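 further: cells stimulated with carbachol in lithium chloride buffer; plate controls were DMSO basal wells for no effect and reference inhibitor wells for full effect; higher means more IMPase inhibition seen as more IP1 and lower FRET ratio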
Target sequence (P97697 whole entry, looked up): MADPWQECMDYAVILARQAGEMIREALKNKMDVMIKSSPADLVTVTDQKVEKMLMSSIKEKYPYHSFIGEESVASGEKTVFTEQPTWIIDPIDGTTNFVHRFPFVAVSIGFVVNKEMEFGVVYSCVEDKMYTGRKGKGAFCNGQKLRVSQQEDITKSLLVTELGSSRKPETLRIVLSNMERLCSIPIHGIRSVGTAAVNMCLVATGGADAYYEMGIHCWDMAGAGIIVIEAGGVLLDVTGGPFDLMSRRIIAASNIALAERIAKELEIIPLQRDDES
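Cellular IMPase inhibition is scored as a rise in cytosolic IP1, detected by competitive TR-FRET between d2-labelled IP1 and a europium anti-IP1 antibody. M1-expressing CHO cells were stimulated with carbachol for 30 min at 37C, with lithium (50 mM LiCl) present in the buffer.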
PNC inhibitor – inhibitors of perinucleolar compartment assembly. AID 2417. activity change (PNC), negative = inhibition, % at 10 µM. PC3M PTB-GFP, PNC prevalence imaging, 16 h; active compounds read low. 140,000 tested, 3.1% active;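 active means readout at or below -70, meaning at least 70% loss of cells showing the perinucleolar compartment, a nuclear body marking cancer cells; inconclusive means readout between -30 and a set limit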;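 further: plate controls were DMSO wells for no effect and camptothecin positive control wells for full effect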
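PC3M cells stably expressing PTB-GFP, 750–1000 cells/well, treated 16 h at 37 °C with compound (23 nl of library stock), in duplicate. After paraformaldehyde fixation and Hoechst stain, imaged at 20x; PNC prevalence scored by image analysis.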
* = called active by the depositor; ? = inconclusive; . = no result given; & = joins results of further samples; [ ] = another dose, or the depositor's remark. Unless noted, the call rests on the fitted dose curve; in most records, active means well fitted curve in the direction sought with a large enough effect; inconclusive means small, poorly fitted or top-dose-only effect, or another doubt; inactive means no such curve, though single readings can be large; an effect the other way counts as inactive or inconclusive. Unless noted, on the % scale 0 is the no-effect control and ±100 the full control effect. An excerpt; count on the stated rates, not on these rows.

SMILES | ALOX15B inhib | ALOX12 inhib | IMPase cell inh | PNC inhibitor
CNC(=S)N/N=C/C1=CCC2CC1C2(C)C (centres undefined) | . | ? | 7 | ?
CCOc1ncccc1C(=O)OCC(=O)Nc1ncc(C(F)(F)F)cc1Cl | 7% | -3% | 3 | -20
CCc1ccc(C2C(C#N)=C(N)Oc3n[nH]c(CC(=O)OC)c32)cc1 (centres undefined) | . | -9% | 7 | 19
CC(C)C1N=C2c3ccccc3N=C(SCc3cc(=O)n4cc(Cl)ccc4n3)N2C1=O (centres undefined) | 11% | -7% | 2 | -19
CCOC(=O)C1=C(N)N(c2ccccc2Oc2ccccc2)C(=O)C1 | -2% | -4% | 9 | -19
CCOC(=O)c1c(-c2ccc(C)o2)csc1NC(=S)NC(=O)c1ccccc1Br | ? | -29% | 12 | 17
CC(=O)Nc1ccc(NC(=O)CSc2ccc(C(F)(F)F)cc2[N+](=O)[O-])cc1 | . | -2% | -1 | 36
CCOc1[nH]n(-c2ccccc2)c(=O)c1C=Nc1ccc(Cl)cc1 | 15% | 3% | -1 | -28
CCCOn1nnnc1-c1ccccc1 | . | 1% | -12[0.369 µM] | -14
COc1cc([N+](=O)[O-])ccc1NC(=O)CC(C)C | . | 0% | . | -21
Cc1cccc(Nc2nc3c(c(=O)n(C)c(=O)n3C)n2Cc2ccccc2)c1 | -3% | -2% | 6 | ?
C=CCSc1nc(N)c2c(C)c(C)sc2n1 | 1% | 10% | 0 | -11
COc1ccc(OC)c(C(=O)c2coc3ccc(OC(C)=O)cc23)c1 | . | -1% | . | 16
O=C(CSc1nnnn1-c1ccc2c(c1)OCO2)NCc1cccs1 | -1% | -4% | -7 | ?
Cc1cc(C)cc(NC(=O)c2ccc3nc[nH]c3c2)c1 | . | 0% | . | ?
c1ccc(-c2csc3ncnc(NCC4COc5ccccc5O4)c23)cc1 (centres undefined) | . | 1% | . | -23
O=C(NCCc1ccccc1)C1CCN(S(=O)(=O)c2ccc(Br)s2)CC1 | . | 1% | . | 3
NC(=O)NNc1ccccc1 | -12%[0.0915 µM] | 2%[0.00818 µM] | . | .
COc1ccc(NC(=O)COC(=O)c2cnccn2)cc1Cl | 0% | -7% | -3 | 18
COc1ccc(-c2c(C)n([O-])c(C)c(C)[n+]2=O)cc1 | -4% | 7% | 1 | 33
COc1ccc(OCC(=O)Nn2c(-c3cccc(OC)c3)nc3ccccc3c2=O)cc1 | . | -1% | . | ?
O=C(O)c1cccnc1Oc1ccccc1 | . | 2% | -6 | ?
CCn1c(CCNC(=O)c2ccc(Cl)c(Cl)c2)nnc1SCCOc1ccc(OC)cc1 | 32%[activator] | -4% | -10 | -19
O=c1cc(N2CCc3ccccc32)[nH]c(=O)n1-c1ccccc1 | . | -5% | ? | -3
O=C(Nc1nccs1)c1cc2c(s1)-c1ccccc1OC2 | -1% | 1% | -6 | 8
C/C(=N\NC(=O)COc1ccc(C#N)cc1)c1ccccc1OC(F)F | . | -2% | -2 | -26
CN(C)S(=O)(=O)c1ccc(C(=O)Nc2ccc(F)cc2F)cc1 | 2% | 0% | -6 | -10
Cc1ccc(-n2c(CCc3ccccc3)nnc2SCC(=O)NCc2ccccc2)cc1C | 1% | -3% | 15 | 1
O=C(COC(=O)c1ccc(Cl)c(S(=O)(=O)N2CCCCCC2)c1)Nc1ccccc1 | . | -5% | . | -2
O=C(NCCc1ccncc1)C12CC3CC(CC(C3)C1)C2 | -5% | 0% | 1 | 43
O=C(Nc1ccc(Br)cn1)c1cccc(-c2cc3ccccc3oc2=O)c1 | . | -1% | -7 | ?
Cc1cc(OCC(=O)Nc2ccc3oc(-c4ccncc4)nc3c2)ccc1Cl | -11% | 1% | 0 | -10
CC(C)OC(=O)CSc1nnc(CNc2nc(-c3ccccc3)cs2)n1C | -12% | -3% | 4 | 7
N#CCSc1nc(Nc2ccc3c(c2)OCO3)c2ccccc2n1 | -3% | -16% | 7 | 15
COc1ccc(NC(=O)Cn2nnc(-c3ccccc3F)n2)cc1Cl | -1% | -6% | 0 | 5
Cc1cc(-c2ccco2)n2c(nc3ccccc32)c1C#N | -12% | 2% | 0 | 61
CC(=O)c1cn(CC(=O)Nc2ccccc2)c2ccccc12 | -3% | 3% | 0 | 14
N#Cc1cc2c(nc1SCC(O)CS(=O)(=O)Cc1ccccc1)CCCC2 (centres undefined) | -2% | -3% | -3 | ?
O=C(c1ccccc1Oc1ccc(C(F)(F)F)cc1[N+](=O)[O-])N1CCOCC1 | . | 1% | . | -12
C[C@H]1C2=C3C(CC[C@H]4C(OCc5ccc(F)cc5C(F)(F)F)OC[C@](C)([C@@H]34)N(C(=O)OC(C)(C)C)C2)C2COC(=O)OCC21 (some centres undefined) | 11% | -2% | . | .
CCCCCCC1/C(=N/O)CCC1C(=O)OC (centres undefined) | -3% | -6% | -1 | 4
CCCS(=O)(=O)C(=C1Nc2ccccc2N1)S(=O)(=O)CCC | -1%[2.29 µM] | 7% | -2 | -29
CSc1nsc(SC)c1NC(=O)OC1CCCCC1 | -20% | -10% | -3 | 29
COc1cc([C@@H](O)CO)ccc1OS(=O)(=O)O | -10% | -2% | 10 | .
CC(/C=N/n1c(-c2cccnc2)n[nH]c1=S)=C\c1ccccc1 | ? | 3% | 4 | 39
CCN1CCC[C@H]1CNC(=O)c1c(O)c(Cl)cc(Cl)c1OC | 16% | 0% | 1 | .
CCCCC(=O)NC1(C(F)(F)F)C(=O)N(Cc2ccco2)C(C)=C1C(=O)OC (centres undefined) | 3% | 6% | 14 | ?
Cc1ccc(C(=O)Nc2ccc(S(=O)(=O)O)c3cc(S(=O)(=O)O)cc(S(=O)(=O)O)c23)cc1NC(=O)c1cccc(NC(=O)Nc2cccc(C(=O)Nc3cc(C(=O)Nc4ccc(S(=O)(=O)O)c5cc(S(=O)(=O)O)cc(S(=O)(=O)O)c45)ccc3C)c2)c1 | 46%&14%&47%[activator] | 4%&9%&-1% | -2&3 | .

Sorted by the number under IMPase cell inh (highest first): three from the list above
SMILES | ALOX15B inhib | ALOX12 inhib | IMPase cell inh | PNC inhibitor
COc1cc([C@@H](O)CO)ccc1OS(=O)(=O)O | -10% | -2% | 10 | .
CCCS(=O)(=O)C(=C1Nc2ccccc2N1)S(=O)(=O)CCC | -1%[2.29 µM] | 7% | -2 | -29
N#Cc1cc2c(nc1SCC(O)CS(=O)(=O)Cc1ccccc1)CCCC2 (centres undefined) | -2% | -3% | -3 | ?

The listing continues.
SMILES | ALOX15B inhib | ALOX12 inhib | IMPase cell inh | PNC inhibitor
COc1ccc(CCNC(=O)c2cnn3c(C(F)F)cc(C)nc23)cc1OC | -4% | -6% | 2 | -2
O=C(CNC(=O)c1cccs1)OCC(=O)c1ccccc1 | -5% | 2% | -8 | 39
CC(=O)[C@H]1CC[C@H]2[C@@H]3C=CC4=CC(=O)CC[C@@]4(C)[C@H]3CC[C@]12C | 6%[25.6 µM] | -1%[25.6 µM] | 6[20.6 µM] | .
Nc1nnc(-c2cccnc2)s1 | -4% | 3% | -6 | 27
Cc1nn(C)c(C)c1CNC(=O)c1nn2c(c1Cl)NC(c1cccs1)CC2C(F)(F)F (centres undefined) | -4% | -3% | -13 | 18
CCCCn1c(=O)c(Cc2ccccc2)c(O)c2ccccc21 | -3% | -3% | -6 | 9
COc1cccc(N(C(=O)c2nc3nccc(C)n3n2)c2nc3ccccc3s2)c1 | . | 0% | -1 | 18
CCOc1ccc(OCC)c(NC(=O)Nc2ccc3c(c2)N(C)C(=O)CS3)c1 | -11% | -4% | -7 | ?
CCn1c(SCC(=O)c2cc(OC)ccc2OC)nnc1C(C)C | 3% | -9% | 2 | -19
Cc1ccc(-c2c(C)n([O-])c3c([n+]2=O)CCC3)cc1 | . | 1% | . | ?
N#Cc1cccc(-c2cncnc2-n2ccnc2)c1 | -8% | -10% | . | .
CCOC(=O)/C(C#N)=C/NC(=O)NC(C)(C)C | -4% | 0% | 0 | 4

Three entries out of the list, arranged by SMILES length, ascending:
SMILES | ALOX15B inhib | ALOX12 inhib | IMPase cell inh | PNC inhibitor
CCOC(=O)/C(C#N)=C/NC(=O)NC(C)(C)C | -4% | 0% | 0 | 4
CCn1c(SCC(=O)c2cc(OC)ccc2OC)nnc1C(C)C | 3% | -9% | 2 | -19
CCOc1ccc(OCC)c(NC(=O)Nc2ccc3c(c2)N(C)C(=O)CS3)c1 | -11% | -4% | -7 | ?

Of the compounds above, 10 contain an aryl thioether with sulfur outside any ring.
SMILES | ALOX15B inhib | ALOX12 inhib | IMPase cell inh | PNC inhibitor
CC(=O)Nc1ccc(NC(=O)CSc2ccc(C(F)(F)F)cc2[N+](=O)[O-])cc1 | . | -2% | -1 | 36
C=CCSc1nc(N)c2c(C)c(C)sc2n1 | 1% | 10% | 0 | -11
O=C(CSc1nnnn1-c1ccc2c(c1)OCO2)NCc1cccs1 | -1% | -4% | -7 | ?
CCn1c(CCNC(=O)c2ccc(Cl)c(Cl)c2)nnc1SCCOc1ccc(OC)cc1 | 32%[activator] | -4% | -10 | -19
Cc1ccc(-n2c(CCc3ccccc3)nnc2SCC(=O)NCc2ccccc2)cc1C | 1% | -3% | 15 | 1
CC(C)OC(=O)CSc1nnc(CNc2nc(-c3ccccc3)cs2)n1C | -12% | -3% | 4 | 7
N#CCSc1nc(Nc2ccc3c(c2)OCO3)c2ccccc2n1 | -3% | -16% | 7 | 15
N#Cc1cc2c(nc1SCC(O)CS(=O)(=O)Cc1ccccc1)CCCC2 (centres undefined) | -2% | -3% | -3 | ?
CSc1nsc(SC)c1NC(=O)OC1CCCCC1 | -20% | -10% | -3 | 29
CCn1c(SCC(=O)c2cc(OC)ccc2OC)nnc1C(C)C | 3% | -9% | 2 | -19

The list goes on.
SMILES | ALOX15B inhib | ALOX12 inhib | IMPase cell inh | PNC inhibitor
CCNS(=O)(=O)c1ccc(NC(=O)Cn2nc(C(F)(F)F)cc2C)cc1 | 0% | -4% | 8 | -18
O=C(Nc1ccc(Nc2ccc3c(c2)C(=O)c2ccccc2C3=O)c2c1C(=O)c1ccccc1C2=O)c1ccccc1 | 5%[11.4 µM] | 1%[11.4 µM] | . | .
Cc1ccccc1CSc1n[nH]c(NS(=O)(=O)c2ccccc2)n1 | -16%[11.4 µM] | -3% | 4[1.84 µM] | -22
CCCCNC(=O)CC1N=C2c3ccccc3N=C(SCC(=O)Nc3ccc(OC)cc3)N2C1=O (centres undefined) | -11% | 3% | -2 | -9
COc1ccc(N2C(=O)CSC23C(=O)Nc2ccccc23)cc1 (centres undefined) | . | -1% | 12 | 436
O=C(Cn1nnc2c(cnn2-c2ccccc2)c1=O)N1CCN(c2ccccc2F)CC1 | 3% | -1% | -4 | ?
COc1ccc(/C=N/Nc2snc(SC)c2C#N)cc1OC | ? | -12% | 13 | 28
CN1CCN(S(=O)(=O)c2ccc(NC(=O)c3cccs3)cc2)CC1 | 0% | -2% | 10 | 2
COc1ccc(NC(=O)CN(Cc2ccccc2)Cc2ccccc2)cc1S(N)(=O)=O | . | -1% | . | -22
COC(=O)c1ccc(NC(=O)CSc2nnc(-c3ccncc3)n2C)cc1 | -1% | -4% | -1 | -13
O=c1c2cc(N3CCOCC3)ccc2[nH]c(=S)n1Cc1cccc(Cl)c1 | . | 2% | -13 | 4
Cc1ccc(C)n1-c1ccc(N2CCOCC2)c(Br)c1 | -4% | -4% | 0 | 35
COCCn1c(SCc2c(F)cccc2Cl)nc2c1c(=O)[nH]c(=O)n2C | 7%[2.29 µM] | -3% | 3 | ?
